From PubChem BioAssay
EWS-Fli inh = inhibitors of EWS/Fli oncoprotein transcriptional activity; A673 NR0B1-luciferase reporter, viability-normalised; inhibition, % at 12.6 µM; 350,000 compounds, 0.67% hits;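 active means mean inhibition of at least 50% after viability correction, with every replicate also passing that limit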;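 further: firefly luciferase signal divided by Alamar Blue viability fluorescence both relative to DMSO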
ERAP1 inh = blocks human ERAP1 aminopeptidase activity. recombinant ERAP1, Leu-AMC fluorescence, 60 min. 340,000 compounds, 0.15% hits. AID 652197. inhibition, % at 10.7 µM;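 active means mean replicate inhibition of at least 30%, or all replicates individually reaching that 30% level; inactive means mean below 30% and not every replicate reaching it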;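 further: 0% = neutral control wells and 100% = L-leucinethiol positive control wells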
Target sequence (Q9NZ08 whole entry, looked up): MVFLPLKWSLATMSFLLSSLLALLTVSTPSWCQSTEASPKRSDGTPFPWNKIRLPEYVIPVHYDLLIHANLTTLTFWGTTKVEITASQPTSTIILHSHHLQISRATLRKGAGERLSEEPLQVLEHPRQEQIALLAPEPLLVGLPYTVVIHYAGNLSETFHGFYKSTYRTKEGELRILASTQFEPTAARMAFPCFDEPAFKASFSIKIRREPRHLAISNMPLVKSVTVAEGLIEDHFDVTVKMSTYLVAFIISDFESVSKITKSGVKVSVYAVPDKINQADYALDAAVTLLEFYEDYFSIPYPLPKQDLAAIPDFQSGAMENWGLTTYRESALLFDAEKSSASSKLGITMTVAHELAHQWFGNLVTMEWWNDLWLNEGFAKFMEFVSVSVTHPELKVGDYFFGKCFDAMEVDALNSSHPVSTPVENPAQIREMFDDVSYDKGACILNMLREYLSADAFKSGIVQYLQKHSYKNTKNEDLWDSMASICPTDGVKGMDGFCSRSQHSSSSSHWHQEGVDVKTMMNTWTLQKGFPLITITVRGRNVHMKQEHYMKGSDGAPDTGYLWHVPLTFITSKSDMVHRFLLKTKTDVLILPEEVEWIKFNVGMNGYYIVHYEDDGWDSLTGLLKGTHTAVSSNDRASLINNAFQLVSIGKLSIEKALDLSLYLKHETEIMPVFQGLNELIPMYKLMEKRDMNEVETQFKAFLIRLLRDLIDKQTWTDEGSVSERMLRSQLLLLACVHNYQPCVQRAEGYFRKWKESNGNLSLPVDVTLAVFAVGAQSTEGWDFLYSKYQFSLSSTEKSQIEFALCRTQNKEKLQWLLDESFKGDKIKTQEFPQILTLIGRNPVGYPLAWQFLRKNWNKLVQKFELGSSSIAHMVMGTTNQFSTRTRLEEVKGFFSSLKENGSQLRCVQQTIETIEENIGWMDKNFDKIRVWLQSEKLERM
PGC1a acetyl inh = PGC1a acetylation modulation, inhibitor mode; U2OS PGC1a acetylation, AlphaScreen anti-acetyl-lysine; with virally co-expressed GCN5 acetyltransferase; inhibition, % at 15.6 µM; 350,000 compounds, 0.17% hits;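 active means every replicate shows inhibition of at least 40%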;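 further: 0% = neutral control wells and 100% = positive control wells; some results beyond the cut were filed as inactive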
S100A4 inh HTS = inhibitors of human S100A4 binding to myosin IIA peptide | P26447 | S100A4/TAMRA-MyoIIA peptide fluorescence polarization | inhibition, % at 10.7 µM | 360,000 compounds, 0.14% hits;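 active means mean inhibition of at least 70% across replicates, with every replicate also reaching that level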
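Material: S100A4 monomer (human). Medium: Calcium-containing HEPES buffer, pH 7.2. Probe or stimulus: labelled myosin peptide probe, 5 nM. Compound dosing: one concentration per compound. Timing: polarization read 5 min after assay mix addition, stable 5–60 min. Benchmarks: DMSO as neutral control, TFP as positive control.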
LGR2 antag = blocks bursicon-induced cAMP signaling via Drosophila LGR2; HEK293 LGR2, CRE-luciferase, bursicon-stimulated, 4 h; inhibition, % at 9.99 µM; 380,000 compounds, 0.35% hits; AID 720647;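 active means drop in luminescence signal, shown as inhibition above about 50% in the replicate tests, limit read from the data, passing the limit was not always enough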;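 further: agonist challenge used bursicon conditioned medium at about half maximal strength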
PAX8 inh HTS = inhibitors of PAX8 transcriptional activity in RMG-I cells. RMG-I TPO-luciferase reporter, SteadyGlo, 24 h. inhibition, % at 12.6 µM. 360,000 compounds, 1.2% hits. AID 652154;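 active means mean replicate inhibition at least 60% with every replicate also reaching 60%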;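 further: luciferase light reporting Pax8 driven TPO promoter activity; plate controls were median of neutral control wells for no effect and mitoxantrone controls for full effect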
PglD inh = inhibitors of Campylobacter jejuni PglD acetyltransferase. purified PglD enzyme, DTNB colorimetric CoA detection. inhibition, % at 12.5 µM. 360,000 compounds, 0.098% hits. AID 602405; in the data active means inhibition above about 16%, passing the limit was not always enough; further: strong numbers were not always called active
FN deposition inh = fibronectin deposition inhibition; AH1F fibroblasts, Alexa488-fibronectin deposition fluorescence, overnight; inhibition, % at 12.6 µM; 350,000 compounds, 0.086% hits;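 active means mean inhibition across replicates of 30% or more, regardless of how many single replicates reach that level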;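 further: positive control wells lacked labelled fibronectin entirely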
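Assay system: AH1F fibroblasts assembling fluorescent fibronectin matrix; Amount: 10000 AH1F cells per well; Buffer or medium: DMEM, 2% serum; Probe or stimulus: Alexa488-fibronectin, 24 nM final in well; Doses: single compound dose, delivered by pin transfer; Incubation: 1 h adhesion, overnight exposure; Measured by: fluorescence 485/525 nm; Read-out: fibronectin deposition inhibition.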
Active calls of the source: *; . = not tested or not shown.

structure	EWS-Fli inh	ERAP1 inh	PGC1a acetyl inh	S100A4 inh HTS	LGR2 antag	PAX8 inh HTS	PglD inh	FN deposition inh
C[C@@H]1CN([C@@H](C)CO)C(=O)c2cc(/C=C/c3ccccc3)cnc2O[C@H]1CN(C)Cc1ccc2c(c1)OCO2	20	-2	-34	3	-14	.	-8	11
Cc1ccn2cc(CNS(=O)(=O)c3cccs3)nc2c1	-22	-1	9	2	-11	-39	.	6
Cc1ccc(C(=O)OCC(=O)N2CCC(C)CC2)cc1S(=O)(=O)N1CCOCC1	3	2	2	-1	-1	12	3	3
CC(=O)c1cccc(N(CC(=O)Nc2cc(C)cc(C)c2)S(C)(=O)=O)c1	8	13	-16	1	-34	-25	.	-8
Cc1ccc(NS(=O)(=O)c2ccc(Br)s2)nc1	-2	0	-24	-2	.	27	.	0
O=C(O)/C=C/C(=O)NCc1ccccc1	-1	1	-10	1	3	82*	-3	5
O=C(CSc1nnnn1C1CCCCC1)NCCc1ccccc1	-22	2	4	-8	-18	.	3	.
CCCc1c(C(=O)N/N=C/c2sccc2C)nnn1-c1nonc1N	.	-1	40	-7	-2	8	-4	-4
CCN(Cc1ccccc1)C(=O)CS(=O)(=O)c1ccccc1	5	-3	0	-1	11	7	2	-7
CC1ON=C(c2ccc(F)cc2)NC1=O (centres undefined)	-8	.	.	1	0	-3	-6	7
CC1(C)CC(=O)N(CC(=O)NC2CCCC2)c2ccccc2S1(=O)=O	-7	-5	-1	-4	7	-3	4	8
COc1cccc(-c2ccc(NC(=O)C3CCCN(Cc4cnn(C)c4)C3)cc2)c1 (centres undefined)	-13	-1	-37	0	-10	-8	4	2
CCOC(=O)N1CCC(NC(=O)c2ccc3c(c2)N(C)C(=O)/C(=C/c2cccc(OC)c2)S3)CC1	9	6	-2	-3	4	-5	-2	1
CN(C)S(=O)(=O)c1ccc(C(=O)NCC[N+]2(C)CCCCCC2)o1	9	41*	-1	0	-2	-34	2	8
O=C(O)c1[nH]c2ccccc2c1NS(=O)(=O)Cc1ccccc1	.	.	-9	.	.	12	1	0
COc1ccccc1NC(=O)N1CCCCN2[C@H](CO)[C@H](c3ccc(C#CC4CCCC4)cc3)[C@H]2C1	37	1	-45	-1	-4	53	2	.
COc1ccc(CCNC(=O)CCc2ccc(S(=O)(=O)NCC(C)C)cc2)cc1OC	-14	0	0	-3	16	-1	.	2
O=C(CCS(=O)(=O)c1ccccc1)Nc1nnc(-c2ccco2)o1	.	-3	-6	-3	9	3	-1	4
COc1ccc(C(=O)NCC(=O)OCc2ccc(Cl)cc2Cl)cc1OC	-7	1	-4	-5	-6	-10	-3	-7
O=C(Nc1ccc(N2CCOCC2)cc1)c1cc2c(s1)CCCC2	-32	1	4	-3	-46	-42	.	.
Cc1ccsc1/C=N/NC(=O)C1CC(=O)N(c2ccccc2)C1 (centres undefined)	-11	0	.	0	-1	40	.	7
COCC(=O)N1CC2(C1)[C@H](c1ccc(-c3ccccc3)cc1)[C@@H](CO)N2C(C)=O	6	-1	2	5	5	.	.	5
C[C@H]1COC(=O)[C@H](NC(=O)OCC2c3ccccc3-c3ccccc32)C/C=C\C[C@H](CC(=O)N(CCO)Cc2ccccc2)C(=O)N1	6	1	0	4	-9	-5	3	-1
CN1CCN(CC#Cc2ccccc2)CC1CCO (centres undefined)	9	2	8	-13	1	10	-2	14
CC1CCC2=NN(C(=O)c3ccco3)C(O)(C(F)(F)F)C2C1 (centres undefined)	-6	-7	-8	0	15	-2	.	7
CCC(=O)c1cc(F)ccc1OCC(=O)N1CCN(c2ccc(F)cc2)CC1	14	2	.	1	-17	40	.	0
CCC(CO)Oc1cc(NCc2ccc(C(=O)O)cc2)c2ncn(C(C)C)c2c1 (centres undefined)	2	3	7	3	3	7	5	-8
C=CC[n+]1c(/C=C2\C=Cc3cc(C)ccc3N2CC)ccc2ccccc21	23	2	.	-110	26	88*	.	2
COc1ccc(Cl)cc1NC(=S)NC1CCCC1	7	-3	.	1	-6	-8	2	-10
CC(=O)Nc1ccc(S(=O)(=O)Nc2ccc(-n3cnnn3)cc2)cc1	-5	1	2	1	-5	-1	2	-6

Whole records as entered above. Values in the order: EWS-Fli inh | ERAP1 inh | PGC1a acetyl inh | S100A4 inh HTS | LGR2 antag | PAX8 inh HTS | PglD inh | FN deposition inh
Record of Cc1ccc(NS(=O)(=O)c2ccc(Br)s2)nc1 : -2 | 0 | -24 | -2 | . | 27 | . | 0
Record of COCC(=O)N1CC2(C1)[C@H](c1ccc(-c3ccccc3)cc1)[C@@H](CO)N2C(C)=O : 6 | -1 | 2 | 5 | 5 | . | . | 5
Record of O=C(CSc1nnnn1C1CCCCC1)NCCc1ccccc1 : -22 | 2 | 4 | -8 | -18 | . | 3 | .
Record of CCC(CO)Oc1cc(NCc2ccc(C(=O)O)cc2)c2ncn(C(C)C)c2c1 (centres undefined) : 2 | 3 | 7 | 3 | 3 | 7 | 5 | -8

Carrying on.
structure	EWS-Fli inh	ERAP1 inh	PGC1a acetyl inh	S100A4 inh HTS	LGR2 antag	PAX8 inh HTS	PglD inh	FN deposition inh
Cc1c(C(=O)NC2CC2)oc2ccccc12	-25	-1	17	7	-13	-33	3	6
CN1CCN(C(=O)C[C@H]2CC[C@H]3[C@@H](COC[C@@H](O)CN3C(=O)Nc3ccc(Cl)cc3)O2)CC1	-86	1	0	9	-51	-49	0	-9
C[C@@H]1CN([C@@H](C)CO)S(=O)(=O)c2ccc(C3=CCCCC3)cc2O[C@@H]1CN(C)Cc1cncnc1	4	2	-10	-4	-3	.	2	.
Cc1cc(Cl)c(S(=O)(=O)N2CCN(c3ccccc3)CC2)cc1OCC(N)=O	.	.	-2	.	.	7	1	1
CCN(CCCCCCN)c1ccc2c(=O)[nH][nH]c(=O)c2c1	9	10	21	-2	17	11	.	-16
COc1ccc(CSCC(=O)NN=C2CCN(C)CC2)cc1	2	-2	8	8	3	11	.	2
Cc1ccc(C)c(Cn2nnc3c(=O)[nH]c(C4CCN(S(=O)(=O)c5ccc(S(=O)(=O)N(C)C)cc5)CC4)nc32)c1	10	-5	10	-3	-10	3	4	1
COCC(=O)N1CC2(CCN(Cc3ccccc3Cl)CC2)c2c([nH]c3cc(OC)ccc23)[C@@H]1CO	-4	1	-2	-10	-2	1	.	.
CCCNC(=O)N1[C@@H]2CN(C(=O)Nc3ccccc3)c3ccccc3[C@@H]2[C@@H]1CO	-8	-2	3	-19	2	-27	-1	-5
O=C(NCCCN1CCCCC1)c1ccc2c(c1)ncn2C1CCCC1	-14	2	.	-12	-4	-4	.	10
O=C(O)C(=O)/C(=C\c1ccc([N+](=O)[O-])cc1)c1ccc2ccccc2n1	-77	5	7	-4	-162	-66	.	-2
CCN(C(=O)COC(=O)CCC(=O)c1cccs1)c1ccccc1	-1	-3	-1	-3	5	7	1	-3
c1ccc(-c2nc(-c3cccnc3)cs2)cc1	-70	-1	-2	1	-54	-167	-1	-4
CC1(C)CC(=O)C2=C(C1)OC(N)=C([N+](=O)[O-])C2c1ccc(C#N)s1 (centres undefined)	0	7	0	-8	9	12	.	-11
Cc1ccc(NC(=O)COC(=O)CCc2c[nH]c3ccccc23)cc1[N+](=O)[O-]	1	2	7	4	.	6	.	-5
COc1ccccc1CNC(=O)C1CCC(CNS(=O)(=O)c2ccccc2)CC1 (centres undefined)	9	-1	.	0	2	-3	8	3
CC(C)C[C@@H](C(=O)NCC1CCCO1)N1C(=O)N2CCc3c([nH]c4ccccc34)[C@@]2(C)C1=O (some centres undefined)	6	-1	-24	0	22	.	-3	.
COc1ccc(NC(=O)[C@@H](NC(=O)N2C[C@H]3C[C@@H](C2)c2cccc(=O)n2C3)C(C)C)cc1OC	2	-2	-3	3	-17	.	1	.
Nc1cc2c(cc1C(=O)c1ccccc1)OCCO2	.	.	-1	.	.	-20	-8	4
Cn1nc(C(=O)NCCCN2CCCCC2)c2c1-c1ccccc1SC2	-2	0	.	-2	-8	-5	-2	16
COc1ccc(CC(=O)N/N=C(\C)CC(=O)Nc2ccc(N(C)C)cc2)cc1OC	7	3	.	4	21	27	.	3
COc1ccc(CCN(C)C2CCCN(S(C)(=O)=O)C2)cc1OC (centres undefined)	7	1	7	2	27	23	-5	3
CC(C)c1ccccc1OCC(=O)Nc1ccccc1C(=O)N1CCOCC1	0	-1	-6	12	-12	1	4	3
C[C@H](CO)N1C[C@H](C)[C@@H](CN(C)C(=O)Nc2ccc3c(c2)OCO3)Oc2ccc(NC(=O)C3CCCCC3)cc2CC1=O	-15	-1	7	4	-3	.	-1	.
O=c1c(-n2cncn2)c[nH]n1-c1cccc(Cl)n1	3	2	22	2	25	-1	.	-15
Cc1cc([N+](=O)[O-])nn1Cn1nc([N+](=O)[O-])cc1C	4	1	.	-4	5	4	.	-22
COc1ccc2oc(C(=O)OCC(=O)N3CC(C)OC(C)C3)c(C)c2c1 (centres undefined)	1	-1	.	2	7	-3	-1	.
COc1ccc(-c2nc(CS(=O)CC(=O)NCc3ccc4c(c3)OCO4)c(C)o2)cc1OC (centres undefined)	.	-2	-6	-7	6	10	6	-26
CCCCCCCCNS(=O)(=O)CCNCc1ccccc1	-6	-3	.	-4	-8	-2	-2	2
COc1ccc2c(C)cc(SCC(=O)Nc3cc(C(N)=O)cc(C(N)=O)c3)nc2c1	5	-1	-4	3	-3	14	2	-7
COc1ccc(-c2[nH]c(-c3ccccc3)nc2SCC(=O)Nc2nccs2)cc1	3	2	.	3	8	8	-2	10
O=C1C(Cl)=C(N2CCOCC2)C(=O)N1c1ccccc1F	12	0	-1	-10	-8	6	10	4
O=C(C[C@H]1CC[C@@H]2[C@H](COC[C@@H](O)CN2Cc2ccc(F)cc2)O1)NCCc1ccccc1	0	0	4	-32	12	12	-5	-21
CCCCN(CC)CCNC(=O)c1nn(-c2ccc(OC)cc2)c(=O)c2c1c1ccccc1n2C	1	-1	-4	4	8	1	.	-26
